From PubChem BioAssay
HDAC3 inh – HDAC3 deacetylase inhibitors, primary screen, biochemical, fluorescence, cell-free homogeneous; recombinant HDAC3, fluorogenic peptide/trypsin coupled; inhibition, % at 8.3 µM; 0.15% of 320,000 active; AID 2718, 2010; in the data active = inhibition above about 26%, passing the limit was not always enough
Target sequence (O15379 whole entry, looked up): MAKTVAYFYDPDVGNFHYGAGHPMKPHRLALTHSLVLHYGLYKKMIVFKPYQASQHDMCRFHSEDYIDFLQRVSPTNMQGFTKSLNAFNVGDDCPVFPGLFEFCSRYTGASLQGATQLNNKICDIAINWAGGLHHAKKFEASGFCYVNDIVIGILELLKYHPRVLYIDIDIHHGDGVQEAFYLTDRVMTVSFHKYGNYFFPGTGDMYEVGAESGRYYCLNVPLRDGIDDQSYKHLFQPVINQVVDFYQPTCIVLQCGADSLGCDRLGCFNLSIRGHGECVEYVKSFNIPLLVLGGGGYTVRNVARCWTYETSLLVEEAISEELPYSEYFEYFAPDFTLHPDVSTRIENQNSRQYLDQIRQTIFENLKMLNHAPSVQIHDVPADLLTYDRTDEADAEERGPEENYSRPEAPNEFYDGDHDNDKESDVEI
HIF activator – HIF pathway transcriptional activators, primary screen, cell-based, U2OS HRE-luciferase, luminescence; U2OS HRE-luciferase reporter; normalized: DMSO 0%, desferrioxamine 100%; activation, % at 7.5 µM (by protocol); 0.32% of 300,000 active;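 active = mean activation of at least 10% of the iron chelator positive control signal, with at least half of replicates also reaching 10%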
KLF5 inhibitor – KLF5 expression inhibitors, primary screen, DLD-1 cells, luminescence; 0.23% of 290,000 active; DLD-1 KLF5 promoter-luciferase reporter; inhibition, % at 5 µM;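 active = inhibition above a per-plate limit of that plate's mean compound inhibition plus 3 SD, cut at about 60% in these data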;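 also: 0% = DMSO wells and 100% = LY294002 at 200 µM; higher means less KLF5 promoter-driven luciferase light; inactives centre near -14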
HSF1 activator – HSF-1 activators, primary screen, NIH3T3-HGL cells, MG132 stress, luminescence, single point. NIH3T3-HGL HSF-1 luciferase reporter, 8 h; 100% = twice DMSO control signal. activation, % at 9 µM. 1.7% of 300,000 active. AID 504408, 2011;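 active = mean replicate activation of at least 50% with a set share of replicates each reaching 50%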;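 also: 0% = median of the neutral control wells and 100% = twice that signal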
HSF1 inh – HSF1 inhibitors in luciferase reporter cells, primary screen, cell-based, NIH3T3, luminescence; NIH3T3-HGL HSE-luciferase, MG132-induced, luminescence 8 h; hits give low values; 0.77% of 300,000 active; activity change, negative = inhibition, % at 7.5 µM (by protocol); AID 2098, 2009;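 active = more than half of replicate wells show activity change below -50%, luminescence cut by over half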;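 also: luciferase reports HSF-1 transcriptional activity via heat shock element; 0% = median of DMSO wells and -100% = zero luminescence signal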
IEC-6 cytotox – cytotoxicity in IEC-6 intestinal epithelial cells, primary screen, cytotoxicity control for KLF5 inhibitor project, cell-based, luminescence | inhibition, % at 5 µM | 0.78% of 290,000 active | IEC-6 cytotoxicity, luminescence viability; in the data active = inhibition above about 22%;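 also: 0% = plate median of test compound wells and 100% = cytotoxic reference compound wells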
AI-2 QS modul – Vibrio harveyi AI-2 quorum sensing modulators, primary screen, JMH597 strain, luminescence/OD600 ratio. Vibrio harveyi JMH597 AI-2 luminescence/OD600 ratio, 9 h; hits give low values; strain lacks LuxN and CqsS sensors; 0 = neutral-control median. activity change, % at 7.5 µM. 0.4% of 300,000 active; in the data active = activity change below about -75%, passing the limit was not always enough;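 also: luminescence divided by OD600 gain over 9 h not by final OD600 alone; inactives centre near 13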
HSP90 refold inh – HSP90 inhibitors, primary screen, cell lysate, luminescence. Rabbit reticulocyte lysate, luciferase refolding luminescence, 3 h. inhibition, % at 5.6 µM. 0.91% of 290,000 active;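 active = inhibition above the screen-wide mean plus 3 SD, computed separately per campaign, cut at about 16% in these data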;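 also: 0% = DMSO wells and 100% = 60 µM geldanamycin wells; inhibitors lower the luminescence because luciferase stays unfolded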
aSyn UTR inh – MLPCN primary screen, SNCA 5' untranslated region; inhibition, % (tested at 7.5 µM); 0.82% of 300,000 active; alpha-synuclein 5'UTR reporter, inhibitor activity; AID 1813, 2009; in the data active = inhibition above about 60%;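 also: H4 neuroglioblastoma cells stably carrying SNCA 5'UTR luciferase fusion; 0% = DMSO wells and 100% = positive control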
Platelet DG rel – inhibitors of platelet dense granule secretion, primary screen, cell-based, MLPCN, human platelets | 0.22% of 300,000 active | human platelet-rich plasma, SFLLRN dense granule ATP release, luminescence | inhibition, %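 (compounds screened at 7.5 µM in platelet-rich plasma)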;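 active = mean replicate score, as percent of positive control, at or above 50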
Numbers without * were called inactive; / = no result given.

SMILES | HDAC3 inh | HIF activator | KLF5 inhibitor | HSF1 activator | HSF1 inh | IEC-6 cytotox | AI-2 QS modul | HSP90 refold inh | aSyn UTR inh | Platelet DG rel
O=S(=O)(Nc1nc2ccccc2nc1NCCN1CCOCC1)c1cccc(Cl)c1 | -13 | -0.4 | -19 | 33 | 14 | 0 | 21 | -1 | 8 | -4
CCNC(=S)NC1CC2CCCC(C1)N2Cc1ccco1 (stereo not drawn) | -1 | 0.0 | -7 | -27 | -16 | 3 | 12 | 2 | 10 | -2
Cc1cc(C)c(C(=O)OCc2csc(CC(=O)Nc3ccccc3C)n2)c(C)c1 | 7 | -0.5 | -38 | 1 | 6 | 6 | 17 | 4 | 3 | -1
O=C(Nc1cnn(Cc2ccc(F)cc2)c1)c1cnn2c(C(F)F)cc(-c3ccccc3)nc12 | 1 | -0.1 | -40 | 13 | 4 | 1 | 13 | -6 | 24 | 11
CC(=O)Nc1ccc(S(=O)(=O)Nc2nccs2)cc1 | -1 | 0.1 | -12 | -22 | -2 | -1 | -7 | -1 | 6 | 4
CNC(=O)c1ccsc1NC(=O)CS(=O)(=O)c1ccccc1 | -2 | -0.3 | / | 1 | -3 | / | 1 | / | 4 | 5
O=C(CSc1n[nH]c(-c2cccnc2)n1)Nc1ccnc2ccccc12 | 3 | 0.7 | -8 | 1 | -2 | -6 | 12 | -2 | -42 | -3
CCCn1nnnc1-c1ccc(Cl)cc1 | -12 | 0.6 | -35 | -11 | -3 | -7 | 26 | -2 | 7 | 2
CCn1c(O)c(/C=C2\C=Nc3ccccc32)sc1=Nc1ccccc1 | 2 | 2.0 | -32 | 18 | 9 | -11 | 4 | -3 | -58 | -1
Cc1ccc(S(=O)(=O)NCC(=O)NCC(=O)OCC(=O)NC(=O)NC(C)(C)C)cc1C | -1 | -0.4 | 0 | -2 | -5 | 3 | 17 | 0 | 1 | 2
C/C(=N/N=C/c1ccc(N(C)C)cc1)c1ccccc1 | 5 | 0.6 | -45 | -12 | -4 | 3 | 17 | 0 | -160 | 56*
COc1ccc(CCNC(=O)CSc2nc(C)cc(C)n2)cc1OC | -5 | 0.0 | -16 | 4 | 1 | -2 | 10 | 0 | -13 | -6
O=C(Nc1ccc(F)cc1)C1CCCN(c2cnccn2)C1 (stereo not drawn) | / | -0.6 | -24 | -2 | 0 | 8 | 11 | 4 | -55 | -3
COCCn1c(SCC(=O)Nc2ccc(C(C)=O)cc2)nc2c([nH]c3ccccc32)c1=O | -5 | -0.3 | -1 | 4 | 19 | 7 | 9 | 1 | 7 | 22
CN1CCC(N(C)C(=O)/C=C/c2cn(-c3ccccc3)nc2-c2cccs2)CC1 | 2 | 1.1 | -6 | 8 | 2 | 4 | -9 | -2 | -57 | 5
CC1CC(C)CN(S(=O)(=O)c2ccc(NC(=O)C3CC(=O)N(Cc4ccccc4)C3)cc2)C1 (stereo not drawn) | -4 | 0.0 | -19 | -2 | 1 | 0 | 7 | -1 | 9 | -8
O=C(Nc1ccc2c(c1)OCO2)c1ccc[n+]([O-])c1 | 1 | 0.3 | -4 | 5 | 4 | 7 | 16 | -1 | -10 | -1
CCN1C(=O)c2ccccc2Sc2ccc(C(=O)NCCC(C)C)cc21 | 13 | -0.4 | -31 | 19 | 11 | -1 | 24 | -4 | 31 | -4
CC(=O)N1CCc2cc(C(=O)CN3CCCN(Cc4ccc(F)cc4)C3)ccc21 | 7 | 0.3 | -32 | -5 | -4 | 5 | 24 | 2 | -9 | 1
COc1cc(/C=C/C(=O)OCC(=O)N2CCC(C)CC2)ccc1O | -1 | -0.1 | / | -11 | 1 | / | 25 | / | -7 | 4
Cc1oncc1C(=S)Nc1ccccc1 | -1 | / | -7 | 2 | 0 | 1 | 20 | -1 | 12 | -3
OCC[C@@H]1C[C@H](O)[C@@H](O)[C@]2(CCCCO2)O1 | -1 | 0.2 | / | 1 | 5 | / | 8 | / | 11 | 5
Cc1ccc(NC(=O)CSC2=NN3CCCC(=O)N=C3S2)c(C)c1 | -4 | 0.2 | -18 | 22 | 3 | 2 | 11 | -2 | -9 | -18
Cc1ccc(CN2CCC(n3nccc3NC(=O)c3ccccc3C)CC2)o1 | 1 | 0.5 | -4 | 39 | 14 | 2 | 24 | 0 | -13 | -15
Nc1c(N2CCOCC2)cc(Cl)c2nonc12 | 8 | 0.6 | -19 | 15 | 3 | 1 | -5 | 8 | 12 | 0

The results go on.
SMILES | HDAC3 inh | HIF activator | KLF5 inhibitor | HSF1 activator | HSF1 inh | IEC-6 cytotox | AI-2 QS modul | HSP90 refold inh | aSyn UTR inh | Platelet DG rel
COc1cc(/C(C)=N/N2CCOCC2)cc(OC)c1OC | 0 | 0.5 | -18 | 2 | -3 | -2 | 14 | 0 | 11 | -1
Cc1c(Cl)cccc1N1CC(C(=O)Nc2nccs2)CC1=O (stereo not drawn) | 13 | -0.2 | -3 | -3 | -4 | 1 | 22 | 1 | 8 | -2
CCOc1ccccc1Nc1ccc(C(=O)O)cc1N | 0 | -1.3 | -11 | -7 | 0 | -14 | 44 | -6 | 7 | -4
Cc1cc(C)c(/C=C(\C#N)C(N)=S)c(C)c1 | -2 | -0.3 | -10 | 15 | 6 | 2 | -10 | -4 | 26 | -3
COc1cccc(/C=C2/C(=O)NN(c3ccc(C)c(C)c3)C2=O)c1 | -7 | 1.4 | 2 | 12 | 3 | -1 | 3 | 2 | -38 | 8
COc1ccc(C(=O)/C=C/NCc2ccc(F)cc2)cc1OC | -3 | 0.1 | 1 | -1 | 13 | -1 | 11 | 5 | 4 | 8
Cc1ccc(NC(=O)CC(C(=O)O)c2ccccc2)cc1 (stereo not drawn) | -2 | -0.6 | -8 | 1 | -5 | -6 | 16 | 1 | 23 | 8
CC(=O)Nc1sc(C)c(C)c1C(=O)OC(C)C | -2 | -0.6 | -10 | -3 | -5 | -8 | 6 | -3 | -1 | -2
O=C(CSc1nnc(COc2cccc3ccccc23)o1)N1c2ccccc2CCc2ccccc21 | 7 | -0.2 | -20 | 2 | -6 | 0 | 17 | 10 | 9 | -10
COc1ccccc1CNC(=O)CN1CCN(S(=O)(=O)c2cccs2)CC1 | 2 | -1.3 | -7 | 0 | 3 | -4 | 18 | 2 | -2 | -4
CNc1nc(Oc2ccccc2C(=O)OC)nc(SC)n1 | -5 | -0.3 | -31 | -6 | -5 | 2 | 15 | -2 | 7 | -1
CCCN(c1ccccc1F)S(=O)(=O)c1cc(-c2cc(C)no2)ccc1OC | 16 | / | 2 | 3 | 3 | 10 | -2 | 6 | -7 | 5
COCCn1cnnc1SCC(=O)Nc1cc(OC)c([N+](=O)[O-])cc1C | -10 | 0.3 | -21 | 25 | -2 | 0 | -7 | -8 | -11 | -1
CCOC(=O)C/C(C)=N/NC(=O)c1cccs1 | -6 | 2.3 | -110 | 21 | 9 | 0 | 12 | -3 | -131 | 9
COc1ccc(Nc2nc(N3CCN(S(C)(=O)=O)CC3)nc3ccccc23)c(OC)c1 | -1 | -1.2 | -28 | 2 | 2 | -11 | / | -5 | 20 | 1
Cc1cc(C)cc(NC(=O)C[n+]2ccccc2)c1 | -5 | 0.4 | -38 | 29 | -1 | -1 | -2 | 3 | 30 | 2
CCCCCCCCN1C(=O)C(O)=C(C(C)=O)C1c1ccccn1 (stereo not drawn) | -2 | 0.1 | -6 | 31 | 7 | -13 | 12 | -1 | 23 | -1
Cn1c(C(=O)NCC2CCCO2)cc2c(=O)n3ccccc3nc21 (stereo not drawn) | -115 | 2.1 | -41 | 7 | 2 | 1 | 21 | 0 | -23 | 2
Cc1cc(-c2ccccc2)nc2[n+]1CCN2C | / | -0.2 | -6 | 19 | -1 | -3 | 11 | 1 | -8 | 21
Cc1cc(C)n(C(=O)CCC(=O)Nc2ccc(C)c(C)c2)n1 | 2 | 0.2 | 12 | -7 | 4 | -5 | 19 | 0 | 38 | -4
COC(=O)c1sccc1NC(=S)Nc1cc(C)cc(C)c1 | 3 | 0.2 | 19 | 25 | 2 | -6 | 15 | 2 | -21 | 12
CC(C)N(Cc1ccccc1)C(=O)COC(=O)c1ccc2c(c1)OCCO2 | -3 | -0.1 | -25 | -19 | -5 | 0 | / | 0 | -8 | -2
CC(C)n1c(=S)[nH]c2cc(Cl)ccc21 | 4 | 0.2 | -51 | 9 | 4 | 0 | 3 | -1 | 31 | 10
COc1ccc(-c2cc(=O)oc3cc(OC(=O)C4CCCCC4)c(Cl)cc23)cc1 | -26 | 0.8 | -12 | -45 | -47 | -7 | 19 | -2 | 13 | 1
c1ccc(CSc2nnc3ccc(-c4cccs4)nn23)nc1 | -23 | 1.4 | -37 | 23 | 12 | -3 | 8 | -4 | -38 | 8

Following part.
SMILES | HDAC3 inh | HIF activator | KLF5 inhibitor | HSF1 activator | HSF1 inh | IEC-6 cytotox | AI-2 QS modul | HSP90 refold inh | aSyn UTR inh | Platelet DG rel
COc1ccc(N2CCN(C(=O)c3ccc(CNc4c(N5CCOCC5)c(=O)c4=O)cc3)CC2)cc1 | 0 | -0.1 | -10 | 1 | -6 | -2 | 13 | -4 | -17 | 8
COc1ccccc1Nc1nnc(SCC2CCCCO2)s1 (stereo not drawn) | 3 | -0.9 | -11 | 22 | 0 | 19 | 18 | 32* | 27 | 17
CCN(CC)CCCNc1nc(N)c([N+](=O)[O-])c(N2CCCCCC2)n1 | 7 | 0.4 | -89 | 1 | -3 | 8 | 8 | -1 | -24 | -3
CCSc1nc2ccccc2n1C(=O)c1ccc(S(=O)(=O)N2CCCCCC2)cc1 | 10 | 0.1 | -11 | -20 | -13 | 2 | 17 | 4 | -3 | -7
Cc1ccc(/C=N/NC(=O)c2cc(-c3ccncc3)nc3ccccc23)o1 | / | 1.2 | 60 | -20 | -19 | 65* | 19 | -3 | -12 | 5
CCn1cc(/C=C(\NC(=O)c2ccc(C)cc2)C(=O)NCCCN2CCOCC2)c2ccccc21 | / | -20 | 20 | -2 | -3 | 0 | 3 | 4 | 0 | -4
C=CCNC(=S)N/N=C(\C)c1ccccn1 | -2 | 14* | 54 | -7 | -8 | 91* | -1 | 8 | 86* | -1
CC(O)[C@H]1CNCCN1CCc1cccc(F)c1 (stereo partly drawn) | 1 | 0.1 | / | -10 | -2 | / | 10 | / | -1 | 4
O=C(C1CCCC1)N1CCN(S(=O)(=O)c2ccc(F)cc2)CC1 | 1 | -14 | -9 | 17 | 4 | 8 | 28 | -1 | -14 | 0

An excerpt of these results, with two lines to a compound:
Second line of a record: HDAC3 inh, HIF activator, KLF5 inhibitor, HSF1 activator, HSF1 inh, IEC-6 cytotox, AI-2 QS modul, HSP90 refold inh, aSyn UTR inh, Platelet DG rel
Cc1ccc(/C=N/NC(=O)c2cc(-c3ccncc3)nc3ccccc23)o1
  /, 1.2, 60, -20, -19, 65*, 19, -3, -12, 5
COc1ccccc1Nc1nnc(SCC2CCCCO2)s1 (stereo not drawn)
  3, -0.9, -11, 22, 0, 19, 18, 32*, 27, 17
CCSc1nc2ccccc2n1C(=O)c1ccc(S(=O)(=O)N2CCCCCC2)cc1
  10, 0.1, -11, -20, -13, 2, 17, 4, -3, -7
O=C(C1CCCC1)N1CCN(S(=O)(=O)c2ccc(F)cc2)CC1
  1, -14, -9, 17, 4, 8, 28, -1, -14, 0
CCn1cc(/C=C(\NC(=O)c2ccc(C)cc2)C(=O)NCCCN2CCOCC2)c2ccccc21
  /, -20, 20, -2, -3, 0, 3, 4, 0, -4
